influenza NS1A: H1N1 influenza NS1A inhibitors, functional cell based assay (AID 504329) | one-dose inhibition, % at 12.5 µM; IC50 in µM for titrated hits | NS1A functional cell-based assay, percent inhibition; higher % means a stronger effect | hit rate 0.3% among 340,000; in the data active means a potency from the dose series; inconclusive means inhibition above about 27% without an active follow-up result; further: strong numbers were not always called active
M. tuberculosis: growth inhibition of non-replicating M. tuberculosis (AID 488890); Mycobacterium tuberculosis non-replicating, growth inhibition; higher % means a stronger effect; inhibition, % at 25 µM, or IC50 in µM where a hit was titrated; hit rate 0.39% among 320,000; in the data active means a potency from the dose series; inconclusive means inhibition mostly from about 82% at the one dose, without a potency; inactive means the rest, 99 in 100 with inhibition below about 76%;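 further: plate controls were DMSO cells for no effect and high antibiotic wells for full effect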
Salmonella PhoP GFP: PhoP regulon inhibitors, Salmonella typhi PhoP promoter GFP reporter, confirmatory (AID 1850); Salmonella Typhi PhoP-promoter GFP reporter, fluorescence, 4 h; higher % means a stronger effect; hit rate 0.33% among 310,000; inhibition, % at 50 µM; hits with a dose series show IC50 in µM; in the data active means a potency from the dose series; inconclusive means inhibition mostly from about 25% at the one dose, without a potency; inactive means the rest, 99 in 100 with inhibition below about 19%;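 further: 0% = induced wells with vehicle and 100% = uninduced wells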
VEEV TC-83 Vero: inhibitors of VEEV TC-83 cytopathic effect, confirmation, Vero cells (AID 588727) | hit rate 0.13% among 350,000 | inhibition, % at 20 µM; hits with a dose series show IC50 in µM | Vero cells, VEEV TC-83 cytopathic effect inhibition; higher % means a stronger effect; in the data active means a potency from the dose series; inconclusive means inhibition mostly from about 14% at the one dose, without a potency; inactive means the rest, 99 in 100 with inhibition below about 12%; further: strong numbers were not always called active
H37Rv inhibition: M. tuberculosis growth inhibition, HTS (AID 449762); M. tuberculosis H37Rv growth inhibition, 7H9 media; higher % means a stronger effect; one-dose inhibition, % at 25 µM; IC50 in µM for titrated hits; hit rate 0.59% among 330,000; in the data active means a potency from the dose series; inconclusive means inhibition above about 70% without an active follow-up result;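 further: bacterial growth assessed after seven days of incubation; strong numbers were not always called active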
VEEV TC-83 Vero 10K pilot screen: recorded beside VEEV TC-83 Vero, whose call it bears; inhibition, %; measured here: 10K pilot screen inhibition
Starred values were filed as active, the others as inactive; i = inactive; ? = inconclusive; nt = no result given.

SMILES | influenza NS1A | M. tuberculosis | Salmonella PhoP GFP | VEEV TC-83 Vero | H37Rv inhibition | others
CCOC(=O)C1CCN(C(=O)C2CCN(S(=O)(=O)c3cccc4nsnc34)CC2)CC1 | -1% | 2% | 2% | 3.0% | 1%
CCCN1C(=O)/C(=C\C=C2/Sc3ccccc3N2CCO)SC1=S | 5% | 14% | -1% | 0.9% | 16%
Cc1ccc(F)cc1NC(=O)C1CCN(c2cnccn2)CC1 | -5% | 10% | -1% | 8.0% | -4%
Cc1cc(NC(=O)Nc2cccc(Cl)c2)n(-c2ccccn2)n1 | 3% | 27% | -7% | 12% | 10%
CC(=O)Oc1ccc(-c2ccc(C(=O)O)cc2)cc1 | -2% | 16% | -9% | i | 2%
COc1ccc(Cl)cc1NC(=O)C(OC)c1ccccc1 (stereo not drawn) | -5% | -9% | -9% | 1.2% | 7%
Cc1ccc(Cl)cc1N1CCN(C(=O)c2cc3c(=O)n(C)c4ccccc4c3n2C)CC1 | -1% | -10% | -6% | 5.8% | 11%
O=C(NCCN1CCOCC1)c1ccc([N+](=O)[O-])cc1[N+](=O)[O-] | 2% | 69% | 1% | i | ? | VEEV TC-83 Vero 10K pilot screen=0.1
COc1cccc(Nc2cc(C)nc3ccccc23)c1 | 0% | 13% | 70µM* | 2.4% | -3%
CCOc1ccc(-c2cc(N3C(=O)Nc4ccccc4N3O)on2)cc1 | -4% | -18% | 3% | 5.1% | -1%
O=C(Oc1ccc(N(C(=O)c2ccncc2)S(=O)(=O)c2cccs2)cc1)c1ccncc1 | -5% | 9% | -9% | 2.2% | 1%
N=NC(=O)c1ccccc1Nc1c(O)[nH]c2ccccc12 | -3% | nt | nt | i | nt
COc1ccc(/C=N/Nc2nc(NCc3ccco3)nc(Nc3ccc(OC)cc3)n2)cc1 | 1% | 65% | -3% | 9.8% | ?
CC(C)(C)NC(=O)c1ccc2c(c1)C(=O)N(Cc1ccco1)C2=O | -3% | -17% | 8% | 0.5% | 2%
O=C(O)CCC(=O)Nc1sc2c(c1C(=O)NC1CCCC1)CCCC2 | -5% | 4% | -4% | 1.3% | -8%
O=C(C1CCN(Cc2ccc(Cl)cc2)CC1)N1CCN(Cc2ccc3c(c2)OCO3)CC1 | -8% | 7% | -4% | 2.0% | 5%
COc1ccc(NC(=O)c2ccccc2NC(=O)C2CCCCC2C(=O)O)cc1 (stereo not drawn) | -3% | nt | nt | 0.6% | nt
COc1ccc(N(CC(=O)Nc2ccc(F)c(F)c2)S(=O)(=O)c2c(C)[nH]c(=O)[nH]c2=O)cc1 | 2% | 14% | -4% | 0.3% | -2%
CN(CC(=O)Nc1ccccc1C(F)(F)F)C(=O)CSc1nnc(N)s1 | -1% | -12% | nt | 1.8% | -4%
COc1ccc(/C=C/C(=O)c2cc(Cl)cc(Cl)c2O)c(OC)c1 | -10% | 8% | 1% | 0.4% | 4%
COc1cc(C2NC(=O)NC(C)=C2C(=O)OC(C)(C)C)ccc1OCC(N)=O (stereo not drawn) | -2% | -8% | 0% | 0.2% | -4%
CN(CCc1ccccc1)C1CCCN(S(=O)(=O)c2cccc(F)c2)C1 (stereo not drawn) | 0% | 30% | -4% | 0.1% | -2%
c1nnc(NC2=NCCCCC2)s1 | -2% | -2% | -15% | 2.4% | -2%
CCN1CCCC1CNC(=O)c1ccccc1Cl (stereo not drawn) | -4% | 0% | 2% | i | -6%
O=C(CSc1nnc(C2CC2)n1-c1ccccc1)Nc1ccc(N2CCOCC2)cc1 | 3% | -5% | -30% | i | -5% | VEEV TC-83 Vero 10K pilot screen=1.9
COC(=O)c1ccc(/C=N/NC(=O)CC(=O)NCC(C)C)cc1 | -29% | -6% | -15% | i | 6%
Nc1ccc(O)cc1C(=O)OCC(=O)C12CC3CC(CC(C3)C1)C2 | -3% | 3% | 7% | 0.7% | -1%
COc1ccc2oc(-c3ccco3)cc(=O)c2c1 | -24% | 22% | 5% | 0.9% | 2%
CC(=O)NS(=O)(=O)c1cccnc1Nc1cccc(Cl)c1C | 6% | 24% | -7% | 0.7% | 4%
COc1ccc(CNC(=O)CN2CCN(c3ccc(F)cc3)CC2)cc1 | -2% | 6% | 1% | 0.7% | 0%
Cn1nc(CC#N)c2c(=N)n(N)cnc21 | -3% | nt | nt | 1.4% | nt
Cc1ccc(OS(=O)(=O)c2ccc(N3C(=O)CCC3=O)cc2)cc1 | 2% | -7% | 3% | 2.4% | 3%
CCCCn1c(N)c(N(CC(C)C)C(=O)c2cc3ccccc3cc2OC)c(=O)[nH]c1=O | -4% | nt | nt | 7.8% | nt
CC(C)(C)N(Cc1ccccc1)C(=O)COC(=O)CNS(=O)(=O)c1ccc2ccccc2c1 | -2% | 53% | nt | 2.0% | 0%
Cc1cccc(Oc2sc(C(=O)c3ccccc3)c(N)c2C#N)c1C | 3% | 16% | -8% | 5.6% | 9%
Cc1ccc(C(=O)CNc2ccc(F)cc2)cc1 | -10% | 72% | -4% | 2.1% | 8%
CC(C)[C@H](N)c1nnc(SC/C=C/c2ccccc2)o1 | -5% | ? | 6% | 0.2% | 5%
S=C(NC1CC1)N1CCCc2ccccc21 | -10% | 12% | 17% | i | -1%
CCOC(=O)c1sc(NCCNc2nc(C)c(C(=O)OCC)s2)nc1C | nt | -8% | 0% | nt | -7%
COc1ccc(NC2CC(=O)N(c3ccc(C(=O)O)cc3)C2=O)cc1 (stereo not drawn) | 7% | 8% | 2% | 0.2% | ? | VEEV TC-83 Vero 10K pilot screen=0.8
C=C1CCN([C@H](C(=O)NCc2ccco2)C(C)C)S(=O)(=O)c2ccccc21 | -7% | 0% | -19% | 3.3% | 4%
CCOc1ccccc1C(=O)n1nc2nc(C)cc(C)c2c1N | 3% | -2% | -18% | 0.9% | -3%
CC(C)[C@H](NC(=O)c1ccco1)C(=O)Nc1ccc(OC(F)F)cc1 | 1% | 0% | 3% | 1.1% | 0%
CCOC(=O)N1CCN(S(=O)(=O)c2ccc(C(=O)Nc3nnc(CC)o3)cc2)CC1 | -4% | -3% | -4% | 0.8% | 1%
C=CCOc1ccc(/C=C/C(=O)N2CCCN(S(=O)(=O)c3c(C)noc3C)CC2)cc1 | -9% | nt | nt | 4.0% | nt

Ordered by molecular weight (smallest number first): part of the list above
SMILES | influenza NS1A | M. tuberculosis | Salmonella PhoP GFP | VEEV TC-83 Vero | H37Rv inhibition | others
Cn1nc(CC#N)c2c(=N)n(N)cnc21 | -3% | nt | nt | 1.4% | nt
COc1ccc(/C=C/C(=O)c2cc(Cl)cc(Cl)c2O)c(OC)c1 | -10% | 8% | 1% | 0.4% | 4%
CCCCn1c(N)c(N(CC(C)C)C(=O)c2cc3ccccc3cc2OC)c(=O)[nH]c1=O | -4% | nt | nt | 7.8% | nt

Following part:
SMILES | influenza NS1A | M. tuberculosis | Salmonella PhoP GFP | VEEV TC-83 Vero | H37Rv inhibition | others
O=C(Nc1ccc(N2CCCCCC2)cc1)c1ccccc1Cl | 15% | 4% | 14% | 6.8% | -3%
O=C(Nc1cccc(-c2ccc(F)cc2)c1)C1CCCN(Cc2cccnc2)C1 (stereo not drawn) | 8% | 19% | 0% | 1.1% | 10%
O=C(CN(Cc1ccccc1Cl)C(=O)c1csnn1)NCc1ccccc1 | -6% | -20% | 9% | 2.3% | 6%
Cc1ccc(C)c(N(CC(=O)Nc2ccc(-c3nc4ccc(C)cc4s3)cc2)S(C)(=O)=O)c1 | 0% | 19% | -9% | 5.5% | 8%
Cn1nc(C(F)(F)F)c(C#N)c1N1CCN(c2ccccc2F)CC1 | 6% | 9% | 0% | 1.1% | -4%
CC(C)(C)NC(=O)CN(C(=O)CS(=O)CC(=O)Nc1ccc(F)cc1)c1ccccc1 (stereo not drawn) | 2% | -1% | 5% | 2.6% | -1%
O=C(O)Cc1ccc(O)c(O)c1 | -7% | 1% | -12% | 0.7% | 3%
COC(=O)[C@]1(C)N[C@H](c2ccc(-c3cccc(Cl)c3)c(OC)c2)[C@@H]2C(=O)N(C)C(=O)[C@@H]21 | -7% | 21% | nt | 1.2% | 0%
CCC(C)COC(=O)C(C#N)c1nc2ccccc2nc1N1CCCCC1 (stereo not drawn) | 6% | 40% | -5% | i | 12% | VEEV TC-83 Vero 10K pilot screen=0.6
COc1cccc(NC(=O)c2ccc3nsnc3c2)c1 | 6% | 45% | 11% | 3.2% | -5%
CC(Sc1nnc2ccccn12)C(=O)N1CCc2ccccc2C1 (stereo not drawn) | -6% | -19% | 12% | 1.1% | -1%
CCCCOC1(c2ccccc2)NC(=S)NN=C1c1ccccc1 (stereo not drawn) | nt | -8% | -10% | nt | 4%
Cc1c(C)n(CC(O)CN(CCO)CCO)c2ccccc12 (stereo not drawn) | -3% | 35% | 6% | 2.7% | 2%
OC(CNCCc1ccccc1)c1ccccc1 (stereo not drawn) | 2% | 2% | 4% | 0.4% | 8%
COc1ccc(C(=O)C2CCN(C(=S)NCC3CCCO3)CC2)cc1 (stereo not drawn) | 2% | 15% | -13% | 1.5% | 1%
CC(C)(C)C(=O)N1CCCC1C(=O)O (stereo not drawn) | 5% | -6% | -1% | 4.8% | -3%
O=C(Cc1ccc2c(c1)OCCO2)N1CCN(c2ccccc2)CC1 | 4% | 10% | 3% | i | 13%
COc1ccc2nc(NC(=O)c3ccc4ncsc4c3)sc2c1 | 5% | nt | 2% | 10% | -5%
Cc1ccc(N2N=C(c3ccc(Br)cc3)CCC2=O)cc1 | 3% | 25% | 0% | 3.0% | 3%
Cc1ccc(CNC(=O)CS(=O)CC(=O)O)cc1 (stereo not drawn) | -1% | -11% | -5% | 1.0% | -4%
NS(=O)(=O)c1cccc(NC(=O)COC(=O)CCC(=O)c2cccs2)c1 | 0% | -1% | nt | 1.4% | -4%
CCc1ccc(C(=O)NNC(=O)c2ccc(OCC(=O)N3CCOCC3)c(OC)c2)cc1 | -3% | -7% | nt | 1.8% | -4%
COc1ccc(CCNC(=O)CCCn2c(=O)[nH]c3cc(OC)c(OC)cc3c2=O)cc1OC | 8% | 0% | -6% | 7.8% | 4%
O=C1[C@@H]2[C@@H]3C[C@@H]([C@H]4ON=C(c5ccc(Cl)cc5Cl)[C@@H]34)[C@@H]2C(=O)N1C1CCCCC1 | -3% | -9% | 6% | 2.9% | -5%
Cc1csc(SCC(=O)NC(=O)C2CCCCC2)n1 | -8% | 10% | 0% | 1.9% | 2%
COc1ccc(Cc2noc(-c3ccccc3)n2)cc1OC | -9% | 77% | -7% | 1.3% | 4%
CCn1cc(C(=O)N2CCCC(N3CCN(c4cccc(C(F)(F)F)c4)CC3)C2)cn1 (stereo not drawn) | 4% | 18% | 3% | i | 4%
COC(=O)[C@]1(Cc2ccccc2)N[C@H](CN(C)S(=O)(=O)c2ccc(C(C)(C)C)cc2)[C@@H]2C(=O)N(Cc3ccccc3)C(=O)[C@@H]21 | 22% | -2% | nt | 0.4% | 22%

Among those listed so far, 11 contain fluorine.
SMILES | influenza NS1A | M. tuberculosis | Salmonella PhoP GFP | VEEV TC-83 Vero | H37Rv inhibition | others
Cc1ccc(F)cc1NC(=O)C1CCN(c2cnccn2)CC1 | -5% | 10% | -1% | 8.0% | -4%
COc1ccc(N(CC(=O)Nc2ccc(F)c(F)c2)S(=O)(=O)c2c(C)[nH]c(=O)[nH]c2=O)cc1 | 2% | 14% | -4% | 0.3% | -2%
CN(CC(=O)Nc1ccccc1C(F)(F)F)C(=O)CSc1nnc(N)s1 | -1% | -12% | nt | 1.8% | -4%
CN(CCc1ccccc1)C1CCCN(S(=O)(=O)c2cccc(F)c2)C1 (stereo not drawn) | 0% | 30% | -4% | 0.1% | -2%
COc1ccc(CNC(=O)CN2CCN(c3ccc(F)cc3)CC2)cc1 | -2% | 6% | 1% | 0.7% | 0%
Cc1ccc(C(=O)CNc2ccc(F)cc2)cc1 | -10% | 72% | -4% | 2.1% | 8%
CC(C)[C@H](NC(=O)c1ccco1)C(=O)Nc1ccc(OC(F)F)cc1 | 1% | 0% | 3% | 1.1% | 0%
O=C(Nc1cccc(-c2ccc(F)cc2)c1)C1CCCN(Cc2cccnc2)C1 (stereo not drawn) | 8% | 19% | 0% | 1.1% | 10%
Cn1nc(C(F)(F)F)c(C#N)c1N1CCN(c2ccccc2F)CC1 | 6% | 9% | 0% | 1.1% | -4%
CC(C)(C)NC(=O)CN(C(=O)CS(=O)CC(=O)Nc1ccc(F)cc1)c1ccccc1 (stereo not drawn) | 2% | -1% | 5% | 2.6% | -1%
CCn1cc(C(=O)N2CCCC(N3CCN(c4cccc(C(F)(F)F)c4)CC3)C2)cn1 (stereo not drawn) | 4% | 18% | 3% | i | 4%
